GPT2 inh: inhibitors of human GPT2 alanine aminotransferase. Q8TD30. Recombinant GPT2, coupled pyruvate oxidase/HRP Amplex Red fluorescence. Potency, µM (doses to about 57.7 µM), without a hit: top-dose activity change, negative = inhibition, hits mostly inhibitors. 100,000 tested, 0.25% active; further: potency means the concentration at half of the fitted maximal effect; nearly all actives have a fitted effect of over 60% in size; many of its hits are not listed in these tables
Target sequence (Q8TD30 whole entry, looked up): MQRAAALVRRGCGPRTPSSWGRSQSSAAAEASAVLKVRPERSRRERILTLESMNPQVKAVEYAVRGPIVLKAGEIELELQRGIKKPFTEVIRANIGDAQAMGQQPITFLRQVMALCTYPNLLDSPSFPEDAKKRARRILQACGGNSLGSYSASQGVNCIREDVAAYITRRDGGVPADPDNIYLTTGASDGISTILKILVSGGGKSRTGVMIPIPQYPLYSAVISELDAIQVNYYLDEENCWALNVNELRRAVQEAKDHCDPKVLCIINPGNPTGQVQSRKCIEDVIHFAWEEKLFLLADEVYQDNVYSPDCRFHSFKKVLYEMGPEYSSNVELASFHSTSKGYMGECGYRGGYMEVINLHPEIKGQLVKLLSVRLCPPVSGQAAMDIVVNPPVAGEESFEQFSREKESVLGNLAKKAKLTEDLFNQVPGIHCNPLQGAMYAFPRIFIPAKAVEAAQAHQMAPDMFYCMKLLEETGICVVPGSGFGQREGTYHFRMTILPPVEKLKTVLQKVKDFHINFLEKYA
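Fluorescence read-out: pyruvate from GPT2 turnover coupled to pyruvate oxidase, HRP and Amplex Red (0.2mM ThPP, 0.2U/mL PO and HRP, 50uM Amplex final). Substrates 250uM a-KG, 2mM L-alanine; enzyme 10ng/uL; 30 min RT.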
HEK293 tox: cytotoxic compounds in HEK 293 cells; 94,000 tested, 6.6% active; Potency, µM (series often up to 115 µM), for the others: at the highest dose activity change, negative = cytotoxicity, usual class: inhibitors; HEK 293 viability, ATP luminescence (CellTiter-Glo), 48-72 h; further: potency means the concentration at half of the fitted maximal effect; nearly all actives have a fitted effect of over 60% in size
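qHTS cytotoxicity; HEK 293, 250 cells/well; compound pinned; 48 or 72 hr, 37 degree Celsius, 5% CO2, 95% humidity; CellTiter-Glo, 10 min RT; luminescence (ATP).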
NIH3T3 tox: kills NIH 3T3 cells | AID 1345082 | NIH 3T3 viability, CellTiter-Glo ATP luminescence, 48-72 h | Potency, µM (series often up to 96.7 µM), for the others: at the highest dose activity change, negative = cytotoxicity, actives largely listed as inhibitors | 94,000 tested, 4.3% active; further: potency means the concentration at half of the fitted maximal effect; nearly all actives have a fitted effect of over 55% in size
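Cytotoxicity was measured by CellTiter-Glo ATP luminescence after 48 or 72 h compound exposure at 37 °C. Mouse NIH 3T3 fibroblasts were seeded at 400 cells/well and dosed by 23 nL pin transfer.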
SNCA viab count: reduces viability of HEK-293 SNCA reporter cells | HEK-293-SNCA-luc viability, GF-AFC fluorescence, 24 h | Potency, µM (series often up to 57.1 µM), without a hit: at the top dose activity change, negative = cytotoxicity, hits mostly cytotoxic | 150,000 tested, 0.12% active;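 further: potency means the concentration at half of the fitted maximal effect; 0% = DMSO-treated cells and -100% = medium-only wells without cells; nearly all actives have a fitted effect of over 30% in size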
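Cytotoxicity counterscreen: after 24 h compound treatment of genome-edited SNCA-luciferase HEK-293 cells, live-cell protease substrate GF-AFC read by fluorescence after 30 min; activity scaled between DMSO (0%) and medium-only (-100%), curves Hill-fitted.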
Luciferase inh: Photinus pyralis luciferase inhibition | P08659 | purified P. pyralis luciferase, luminescence, biochemical | Potency, µM (highest dose often 115 µM), for the others: at the highest dose activity change, negative = inhibition, hits mostly inhibitors | 76,000 tested, 2.5% active | AID 1347043; further: potency means the concentration at half of the fitted maximal effect; nearly all actives have a fitted effect of over 65% in size
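Luminescence read by CCD imager after adding enzyme (10nM final) to wells holding compound, titrated in qHTS. Substrates 10uM each D-luciferin and ATP; buffer 50mM Tris acetate pH 7.5, 10mM Mg acetate, Tween-20, BSA.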
SNCA expr inhib: reduces expression of the alpha-synuclein gene; HEK-293 SNCA-luciferase knock-in, luminescence, 24 h; Potency, µM (series often up to 57.2 µM), for the others: top-dose activity change, negative = inhibition, actives largely listed as inhibitors; 140,000 tested, 0.17% active; AID 1671194;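 further: potency means the concentration at half of the fitted maximal effect; plate controls were DMSO cells for no effect and cell-free wells for full effect; nearly all actives have a fitted effect of over 45% in size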
IP6K1 inh: blocks human inositol hexakisphosphate kinase 1; Q92551; IP6K1 kinase, ADP-Glo luminescence, 2 h; active compounds read low; activity change, % (series mostly up to about 58 µM); 140,000 tested, 0.81% active; in the data active means activity change below about -25%
Target sequence (Q92551 whole entry, looked up): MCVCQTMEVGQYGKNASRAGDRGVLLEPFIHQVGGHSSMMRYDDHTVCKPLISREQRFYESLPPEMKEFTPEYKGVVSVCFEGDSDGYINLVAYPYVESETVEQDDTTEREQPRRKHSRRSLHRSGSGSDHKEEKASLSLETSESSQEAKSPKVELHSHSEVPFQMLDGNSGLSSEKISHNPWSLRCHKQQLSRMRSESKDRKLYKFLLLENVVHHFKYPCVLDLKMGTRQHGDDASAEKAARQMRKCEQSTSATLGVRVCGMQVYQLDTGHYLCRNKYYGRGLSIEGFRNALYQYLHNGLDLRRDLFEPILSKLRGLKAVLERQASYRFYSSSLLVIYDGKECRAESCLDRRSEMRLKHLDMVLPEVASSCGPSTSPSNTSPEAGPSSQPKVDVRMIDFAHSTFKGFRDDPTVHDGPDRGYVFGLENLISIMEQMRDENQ
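ADP-Glo luminescence measures ADP made by human IP6K1 during a 2 h RT reaction with ATP/IP6 (mix at 1.3 mM/130 uM); top library doses 57.5 and 19.1 uM final.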
* hit, by the source's call; i = inactive; ? = inconclusive; nt = not tested or not shown; [ ] = remark or other dose. Unless noted, the call rests on the fitted dose curve; in most records, active means well fitted curve in the direction sought with a large enough effect; inconclusive means small, poorly fitted or top-dose-only effect, or another doubt; inactive means no such curve, though single readings can be large; an effect the other way counts as inactive or inconclusive. Unless noted, on the % scale 0 is the no-effect control and ±100 the full control effect.

SMILES	GPT2 inh	HEK293 tox	NIH3T3 tox	SNCA viab count	Luciferase inh	SNCA expr inhib	IP6K1 inh
Cc1cccc(CC(=O)N2C[C@@H](CO)[C@H](c3ccncc3)C2)c1	4%	-6%	-5%	3%	-6%	-22%	-7
Cn1cnc(C(=O)N2CCC(N3C(=O)C(OCC4CC4)C34CCOCC4)CC2)c1 (centres undefined)	i	2%	-6%	-7%	0%	-2%	5
CCCNC(=O)N1CCCCCCNC(=O)[C@@H]2CCCC[C@@H]21	1%	-2%	-4%	-9%	-1%	17%	-10
COCCN1CC(CO)C2(CCN(C(=O)c3ccccc3)CC2)C1 (centres undefined)	i	?	-2%	-7%[12.5 µM]	2%	-9%	8
O=C(Nc1c(C(=O)Nc2cccc(C(F)(F)F)c2)oc2ccccc12)c1cc(=O)c2ccccc2o1	nt	nt	nt	-9%	nt	51%[activator]	-4
Cn1ccnc1CN1CCOC[C@H]1c1ncc(-c2cccc(Cl)c2)[nH]1	-11%[88.5 µM]	?	?	-2%[87.6 µM]	-12%[172 µM]	1%[87.6 µM]	1
Cc1cccc(C(=O)N2CC(Oc3cccc(-c4nc(-c5ccccc5)no4)c3)C2)c1	-13%	?	?	7%	?	13%	2
CNC(=O)[C@@H](Cc1ccccc1)N1CCC[C@H]1C(=O)NC1CCOCC1	-10%[88.5 µM]	-2%[172 µM]	i	-5%[87.6 µM]	-5%[172 µM]	-17%[87.6 µM]	1
CCOc1ccccc1Nc1sc(C(=O)c2ccc(Cl)cc2)c(N)c1C#N	nt	nt	nt	-1%	nt	-13%	-5
O=C(COc1ccccc1Cl)N(Cc1ccco1)Cc1ccco1	nt	nt	nt	9%	nt	18%	17
CC(C)(C)NC(=O)c1cnn2c(C(F)F)cc(-c3ccccc3)nc12	nt	nt	nt	-10%	nt	10%	8
COc1cccc(CN2CCC(Cn3c(C)cnc3-c3ccccc3)CC2)c1OC	-4%	?	-30%	-7%	nt	9%	1
O=C(c1ccc(Cl)cc1)N1CCC2(CC1)N(c1ccccc1)C(=O)CS2(=O)=O	i	-12%	-14%	-1%	-9%	-15%	-9
CN1C(=O)CC(C(=O)O)C12CCN(Cc1cc(Cl)ccc1F)CC2 (centres undefined)	-25%	i	0%	1%	-3%	-29%	12
CCOc1ccc(CN2C(=O)c3ccccc3Sc3ccc(C(=O)NC4CCC(C)CC4)cc32)cc1 (centres undefined)	nt	nt	nt	10%	nt	2%	-6
CCc1ccc(S(=O)(=O)N2CC(c3nc(Cc4ccccc4)no3)C2)cc1	i	?	?	4%	-2%	0%	-10
O=C(Nc1ccccc1)N1Cc2[nH]cnc2C[C@H]1c1nc(-c2ccc3ccccc3c2)no1	0%	-3%	-10%	-12%	-26%	15%	20
C[C@@H]1CN(C(=O)C2(c3ccc(Cl)cc3)CCC2)C[C@]1(C)O	-8%	-21%	-23%	-2%	2%	-27%	-4
COc1ccc(NC(=O)c2ccc3c(c2)OCCN(CCC(F)(F)F)C3)cn1	5%[88.5 µM]	?	?	-18%[87.6 µM]	-16%[172 µM]	9%[87.6 µM]	-7
CCOc1ccc(CCNC(=O)CS(=O)(=O)Cc2nc(-c3cccc(Cl)c3)oc2C)cc1	nt	nt	nt	20%	nt	17%	19

Full records as entered above. Order of screens: GPT2 inh	HEK293 tox	NIH3T3 tox	SNCA viab count	Luciferase inh	SNCA expr inhib	IP6K1 inh
`CCOc1ccc(CCNC(=O)CS(=O)(=O)Cc2nc(-c3cccc(Cl)c3)oc2C)cc1` is entered as nt	nt	nt	20%	nt	17%	19
`C[C@@H]1CN(C(=O)C2(c3ccc(Cl)cc3)CCC2)C[C@]1(C)O` is entered as -8%	-21%	-23%	-2%	2%	-27%	-4
`CCc1ccc(S(=O)(=O)N2CC(c3nc(Cc4ccccc4)no3)C2)cc1` is entered as i	?	?	4%	-2%	0%	-10
`CN1C(=O)CC(C(=O)O)C12CCN(Cc1cc(Cl)ccc1F)CC2` (centres undefined) is entered as -25%	i	0%	1%	-3%	-29%	12

Next results:
SMILES	GPT2 inh	HEK293 tox	NIH3T3 tox	SNCA viab count	Luciferase inh	SNCA expr inhib	IP6K1 inh
CN(CCC1CCCCO1)C(=O)Cn1ccc2ccccc2c1=O (centres undefined)	i	-11%	4%	1%	10%	-16%	1
CCOc1ccccc1CNC(=O)Cc1ccc(NC(=O)N2CCCCc3ccccc32)cc1	nt	nt	nt	-4%	nt	?	28
COc1ccc(-c2cc(N3CCC(NC(=O)c4ccoc4)CC3)n[nH]2)cc1	-26%	?	-21%	-4%	-2%	9%	-1
COc1ccc(/C=C/c2nc(C#N)c(NCc3ccc(F)cc3)o2)cc1OC	nt	nt	nt	8%	nt	12%	-24
CCCCOc1ccccc1C1CC(=O)Nc2cc(OC)c(OC)cc21 (centres undefined)	nt	nt	nt	-16%	nt	-2%	-3
CN(C)C[C@@H]1CN(Cc2cccnc2)C[C@H]1NC(=O)c1ccc(C#N)cc1	i	i	i	1%	0%	1%	0
COC(=O)c1ccc(NC(=O)C(=O)NCCc2csc(-c3ccc(F)cc3)n2)cc1	nt	nt	nt	6%	nt	1%	-17
O=C(/C=C/c1cccc(S(=O)(=O)Nc2ccccc2)c1)NO	-4%[27.3 µM]	nt	nt	-25%[23.9 µM]	nt	nt	5
CC(=O)c1c(C)n(-c2cccc(Cl)c2)c2ccc(OC(=O)c3ccccc3)cc12	nt	nt	nt	-8%	nt	33%[activator]	9
CC(C)NC(=O)N[C@H]1C[C@H]2C(=O)NC[C@@H](CCC(=O)N3CCN(c4ccccc4)CC3)N2C1	i	i	3%	0%	-3%	26%	6
Cc1ccc(S(=O)(=O)C(CNC(=O)COc2ccc(Cl)cc2)c2ccco2)cc1 (centres undefined)	nt	nt	nt	-1%	nt	?	7
CC(=O)N1CCc2cc(Br)cc(S(=O)(=O)N3CCC(C(=O)Nc4cccc(C)c4C)CC3)c21	nt	nt	nt	3%	nt	?	-8
COc1ccccc1Nc1cnc2ccc(-c3ccc(OC)c(OC)c3)nn12	?	11µM*	?	-21%[87.6 µM]	-11%[172 µM]	-19%[87.6 µM]	-16
CC1CCC2(CC1)OCC(C(=O)N1CCOCC1)N2C(=O)c1ccc(Cl)c(Cl)c1 (centres undefined)	-3%	?	-31%	-4%	-8%	-6%	-4
Cc1onc(-c2cnn(C)c2NCCc2ccccc2)c1C(=O)N1CCCC(C(N)=O)C1 (centres undefined)	3%[88.5 µM]	2%[172 µM]	?	-1%[87.6 µM]	-3%[172 µM]	-26%[87.6 µM]	4
CCC(=O)N1CCCC1c1nc(CCOc2ccc(F)cc2)no1 (centres undefined)	i	i	i	10%	nt	-3%	-10
CCc1ccc(CNC(=O)C2(c3ccc(NC(C)=O)cc3)CCC2)cc1	i	-9%	5%	2%	0%	12%	17
CN1CCN(CCNC(=O)c2cnn(-c3cccc(Cl)c3)c2C2CCN(C(=O)OC(C)(C)C)CC2)CC1	nt	nt	nt	-3%	nt	24%	22
Cc1nn(Cc2ccccc2)c(C)c1[C@@H]1C=C[C@@H](NS(C)(=O)=O)C1	-13%[88.5 µM]	?	-26%[174 µM]	-1%[87.6 µM]	-5%[172 µM]	19%[87.6 µM]	5
C=CC(=O)Nc1cc(NC(=O)c2ccc(C)c(NC(=O)c3ccno3)c2)cc(C(F)(F)F)c1	i	nt	nt	-9%	nt	-11%	nt

2 compounds from above, reduced to SNCA viab count, NIH3T3 tox and Luciferase inh:
Compound	SNCA viab count	NIH3T3 tox	Luciferase inh
COc1ccccc1Nc1cnc2ccc(-c3ccc(OC)c(OC)c3)nn12	-21%[87.6 µM]	?	-11%[172 µM]
Cc1ccc(S(=O)(=O)C(CNC(=O)COc2ccc(Cl)cc2)c2ccco2)cc1 (centres undefined)	-1%	nt	nt

Additional records
SMILES	GPT2 inh	HEK293 tox	NIH3T3 tox	SNCA viab count	Luciferase inh	SNCA expr inhib	IP6K1 inh
COc1cccc(-c2ccc(C(=O)NCCNC(=O)c3ccccn3)cc2)c1	nt	?	?	nt	nt	nt	-12
COCc1nncn1C1CCN(C(=O)c2ccc(F)cc2F)CC1	i	6%	i	7%	3%	1%	10
N#Cc1c(C(F)(F)F)cc(-c2cccs2)nc1SCC(=O)Nc1cccc(Cl)c1	nt	nt	nt	14%	nt	1%	-4
CC(c1nccs1)N(C)C(=O)c1csc2nc(-c3ccccc3Cl)cn12 (centres undefined)	2%	22µM*	50µM*	?	?	-26%	5
Cc1cccc(NC(=O)C2CCCN(S(=O)(=O)c3cccc4nonc34)C2)c1C (centres undefined)	nt	nt	nt	-4%	nt	6%	6
C[C@]12CC[C@@H]3c4ccc(O)cc4CC[C@H]3[C@H]1[C@@H](O)[C@@H](O)[C@H]2O	1%	nt	nt	5%	nt	28%	nt
CC(C)C(=O)N1CCCN(S(=O)(=O)c2ccccc2)CCC(=O)NCC1	3%	i	-10%	6%	-1%	12%	2
O=C(NCc1cccc(F)c1)[C@@H]1CCCN1c1nccc(Nc2ccccc2Cl)n1	i	?	?	-14%[12.5 µM]	nt	6%	16

This is a subset; count on the stated rates, not on these rows.
